Compound activity deposited in PubChem BioAssay by National Center for Advancing Translational Sciences (NCATS).
Tau fibril FP = blocks human tau fibril formation measured by polarization; K18 P301L tau heparin fibrillization, Alexa594 FP, 6 h; 0.39% of 280,000 active; Potency, µM (titrated, usually from 57.7 µM), for inactives: at the top dose activity, negative = inhibition, most hits filed as inhibitors; AID 1468; P10636; further: potency means the concentration at half of the fitted maximal effect; on the % scale 0 is the no-effect control and ±100 the full control effect; nearly all actives have a fitted effect of over 55% in size
Target sequence (P10636 561-689 P618L limits assumed): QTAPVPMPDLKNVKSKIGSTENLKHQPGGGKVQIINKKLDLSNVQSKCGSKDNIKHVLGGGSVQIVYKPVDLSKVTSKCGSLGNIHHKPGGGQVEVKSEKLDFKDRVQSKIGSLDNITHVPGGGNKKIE
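Heparin (20 uM) drove fibril formation of recombinant tau K18 P301L, 15 uM unlabeled with 0.24 uM Alexa 594 label, for 6 hr at 37 C in 100 mM sodium acetate pH 7. Fluorescence polarization (555/632 nm) read 1 hr after 30 uM ThT.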
TR SRC2 fluor cs = alters Texas Red total fluorescence, flagging assay interference. AID 1479. 0.29% of 280,000 active. Potency, µM (titrated, usually from 106 µM), without a hit: at the highest dose fluorescence change, negative = quenching. TRb/SRC2 Texas Red total fluorescence interference; active means well fitted curve in either direction with a large enough effect; inconclusive means small, poorly fitted or top-dose-only effect; further: potency means the concentration at half of the fitted maximal effect; on the % scale 0 is the no-effect control and ±100 the full control effect
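Human TRb ligand-binding domain at 0.6 uM with 20 nM Texas Red SRC2 peptide in Tris buffer containing 1 uM T3 and 5% DMSO, incubated with compound 5 h at ambient temperature. Total fluorescence (555/632 nm) calculated as parallel + 2 × perpendicular.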
Tau fluor cs = counter-screen for tau fibril formation inhibitors | Potency, µM (top dose mostly 57.7 µM), inactives show at the highest dose activity change, negative = decrease | 0.93% of 280,000 active | AID 1463 | tau K18 P301L (four-repeat tau fragment) Alexa594 fluorescence, heparin fibrillization; further: potency means the concentration at half of the fitted maximal effect; on the % scale 0 is the no-effect control and ±100 the full control effect; nearly all actives have a fitted effect of over 55% in size
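Human K18 P301L tau (15 uM unlabeled plus 0.24 uM Alexa 594-labeled, final) in 100 mM sodium acetate pH 7 was mixed with compound and 20 uM heparin and incubated 6 hr at 37 C.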
GLA spleen mod = inhibitors or activators of human alpha-galactosidase in spleen homogenate. P06280. human spleen homogenate, 4MU-alpha-Gal fluorescence, 40 min. Potency, µM (doses to about 80 µM), for the others: at the highest dose activity change, negative = inhibition, usual class: inhibitors. 0.008% of 240,000 active. AID 2107;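 further: potency means the concentration at half of the fitted maximal effect; 0% = enzyme with vehicle and -100% = no enzyme basal signal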
Target sequence (P06280 32-429 limits assumed): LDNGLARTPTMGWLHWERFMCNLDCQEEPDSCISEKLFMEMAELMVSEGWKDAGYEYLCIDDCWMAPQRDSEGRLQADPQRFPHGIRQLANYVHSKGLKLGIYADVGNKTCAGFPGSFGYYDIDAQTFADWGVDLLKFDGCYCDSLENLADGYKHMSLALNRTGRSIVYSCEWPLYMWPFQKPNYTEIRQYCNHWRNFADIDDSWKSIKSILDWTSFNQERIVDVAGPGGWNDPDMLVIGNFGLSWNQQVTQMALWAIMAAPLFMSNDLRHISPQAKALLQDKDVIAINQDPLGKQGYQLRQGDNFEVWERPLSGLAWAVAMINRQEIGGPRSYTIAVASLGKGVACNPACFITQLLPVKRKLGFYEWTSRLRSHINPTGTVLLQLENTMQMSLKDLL
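Inhibition or activation of alpha-galactosidase in human spleen homogenate is scored by 4-MU fluorescence after 40 min at 37C, pH 5.0, with 1 mM substrate. AC50s come from concentration-response fitted to the Hill equation.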
NPSR antag = neuropeptide S receptor (human) antagonism, cAMP; Q6W5P4; CHO-NPSR cells, cAMP TR-FRET, antagonist mode; Potency, µM (titrated, usually from 38.3 µM), without a hit: top-dose activity change, negative = inhibition, actives largely listed as inhibitors; 1% of 220,000 active; AID 1461; further: potency means the concentration at half of the fitted maximal effect; on the % scale 0 is the no-effect control and ±100 the full control effect; nearly all actives have a fitted effect of over 50% in size; many of its hits are not listed in these tables
Target sequence (Q6W5P4 whole entry, looked up): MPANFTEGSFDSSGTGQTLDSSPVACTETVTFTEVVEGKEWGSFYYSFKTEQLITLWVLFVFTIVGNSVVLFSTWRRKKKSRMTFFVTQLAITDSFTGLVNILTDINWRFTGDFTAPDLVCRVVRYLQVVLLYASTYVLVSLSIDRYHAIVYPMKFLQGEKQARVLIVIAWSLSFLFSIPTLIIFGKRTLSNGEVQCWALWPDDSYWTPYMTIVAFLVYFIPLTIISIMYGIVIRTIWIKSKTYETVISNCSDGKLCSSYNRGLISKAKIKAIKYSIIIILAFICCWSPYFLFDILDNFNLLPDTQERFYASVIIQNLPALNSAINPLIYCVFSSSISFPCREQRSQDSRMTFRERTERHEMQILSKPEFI
TRb-SRC2 inh = TRbeta-SRC2 interaction inhibition; AID 1469; P10828; Potency, µM (top dose mostly 106 µM), for inactives: at the top dose activity change, negative = inhibition, actives largely listed as inhibitors; TRbeta-SRC2 peptide binding, fluorescence polarization; receptor liganded with 1 µM T3; 0.065% of 280,000 active;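 further: potency means the concentration at half of the fitted maximal effect; plate controls were bound peptide for no effect and peptide without receptor for full effect; nearly all actives have a fitted effect of over 50% in size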
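Human TRb ligand-binding domain (0.6 uM) is mixed with 20 nM Texas Red SRC2 peptide and 1 uM T3; after compound addition and 5 hr at ambient temperature, polarization is measured and normalized to unbound and bound controls.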
CBFb-RUNX1 inh = CBF-beta/RUNX1 interaction disruption. Q01196+Q13951. AlphaScreen CBFb-His/RUNX1-biotin binding, biochemical. Potency, µM (highest dose often 59.8 µM), for inactives: at the top dose activity, negative = inhibition, actives largely listed as inhibitors. 230,000 tested, under 10 active. AID 1477; further: % of control where 0% means no effect
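CBF-beta (His) and RUNX1 (biotin), 30 nM each; 20 min preassociation; + compound, 15 min; + beads 50 ng each (Ni, streptavidin), 90 min; RT; AlphaScreen read.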
Epigenetic derep = regulators of epigenetic silencing causing reporter derepression in mouse cells; murine LDR cells, GFP reporter derepression, 30 h; Potency, µM (doses to about 53.9 µM), for inactives: at the highest dose GFP activation, actives largely listed as activators; 0.2% of 280,000 active; AID 1865; further: potency means the concentration at half of the fitted maximal effect; % of control where 0% means no effect; nearly all actives have a fitted effect of over 60% in size
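In this reporter-derepression format, murine cells bearing a silenced integrated CMV-GFP locus incubate with test compound (30 h, 37 C), then are washed and imaged; fluorescent objects of 20–120 um count as induced cells.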
* marks the source's active call; other numbers are inactive results; ? = inconclusive; . = not tested or not shown; [ ] = remark or other dose. Unless noted, the call rests on the fitted dose curve; in most records, active means well fitted curve in the direction sought with a large enough effect; inconclusive means small, poorly fitted or top-dose-only effect, or another doubt; inactive means no such curve, though single readings can be large; an effect the other way counts as inactive or inconclusive.

1. CCOC(=O)c1nn(-c2ccccc2)c2nnc(Cc3ccc(C)cc3)c(=O)n12
2. CCCOC(=O)Nc1nnc(CCC)s1
3. CCOC(=O)Cc1csc(NC(=O)CSc2nnnn2-c2ccc(C)cc2C)n1
4. CC1CCC2(CC1)NC(=O)N(CC(=O)N1CCN(S(=O)(=O)c3ccccc3)CC1)C2=O (stereo not given)
5. Nc1nc(Nc2cccc(Cl)c2)n[nH]1
6. CCCCCCCCCCCCCCCC(=O)C(F)(F)F
7. O=C(CCN1C(=O)c2cccc3cccc(c23)C1=O)NCc1cccnc1
8. COc1ccc(N(CC(=O)NCCc2ccc(Cl)cc2)S(=O)(=O)c2c(C)nn(C)c2C)cc1

Screen / compound no.	1	2	3	4	5	6	7	8
Tau fibril FP	5%	-8%	1%	-8%	1%	-5%	2%	4%
TR SRC2 fluor cs	-3%	0%	-1%	-1%	0%	-1%	-6%	0%
Tau fluor cs	-3%	-4%	1%	6%	-25%	-14%	4%	-4%
GLA spleen mod	2%	-17%	3%	2%	6%	12%	8%	.
NPSR antag	-16%	-6%[46.1 µM]	-13%[46.1 µM]	-2%	-17%	.	0%	.
TRb-SRC2 inh	-3%	-7%	6%	-6%	-3%	-9%	4%	6%
CBFb-RUNX1 inh	2%	5%	2%	1%	1%	2%[21.7 µM]	13%	.
Epigenetic derep	-0.7%	2.0%	0.0%	0.2%	0.1%	-1.1%	-3.4%	1.6%

9. Clc1ccc(-n2nnnc2CN2CCCCC2)cc1Cl
10. COc1ccccc1CN1CCNC(=O)C1CC(=O)NCc1csc(C)n1 (stereo not given)
11. COc1ccccc1CCNC(=O)c1ccc2c(c1)c(C)c(C)n2C
12. Cc1ccccc1C(=O)N1CCN(c2ccc(NC(=O)c3cccnc3Cl)cc2)CC1
13. Cc1oc(-c2cccc(Cl)c2)nc1CSc1nc2c(c(=O)[nH]1)CCC2
14. O=C(CCn1nnc2ccccc21)N1CCN(c2ccccc2)CC1
15. COc1cc(Cl)c(C)cc1NC(=O)Cn1c2ncccc2c(=O)n1-c1ccccc1
16. CN(C)CC1CCCCC1OC(=O)/C=C/c1ccccc1 (stereo not given)

Screen / compound no.	9	10	11	12	13	14	15	16
Tau fibril FP	-7%	-1%	7%	7%	9%	2%	3%	1%
TR SRC2 fluor cs	-1%	0%	-1%	0%[53 µM]	-1%	1%	-1%	-1%
Tau fluor cs	-21%	4%	-23%	-14%	-4%	-4%	-3%	17%
GLA spleen mod	1%	3%	.	6%	5%	-4%	.	-1%
NPSR antag	4%[46.1 µM]	-18%	.	10%	18%	-29%[46.1 µM]	.	6%
TRb-SRC2 inh	0%	-4%	-4%	13%[53 µM]	0%	-2%	-9%	0%
CBFb-RUNX1 inh	13%	9%	.	1%	-1%[2.36 µM]	1%	.	8%
Epigenetic derep	7.7%	-0.2%	-2.6%	1.7%	-4.3%	1.4%	1.3%	0.2%

17. CCOc1ccccc1NC(=O)C(OC(=O)c1ccc(O)cc1)c1ccccc1 (stereo not given)
18. Cc1cc(F)ccc1NCc1ccccc1-c1nnc(-c2ccccc2Cl)o1
19. Cc1c(N=Cc2ccncc2)c(=O)n(-c2ccccc2)n1C
20. Nc1c(C(=O)Nc2ccc(F)c(F)c2)sc2nc(-c3ccncc3)ccc12
21. Cc1cc(C)c2c(c1)c(C)cc1nnc(SCc3ccccc3C#N)n12
22. O=C(NCCc1c[nH]c2ccccc12)/C(=C\c1cccnc1)NC(=O)c1cccs1
23. CN(C)/C=C1\NC(=S)N(c2ccc(Cl)cc2)C1=O
24. COc1cc(OC)c(OC)cc1CN1CCc2nc(N3CCN(C)CC3)ncc2C1

Screen / compound no.	17	18	19	20	21	22	23	24
Tau fibril FP	22µM*	12%	-5%	7%	2%	-2%	-11%	-2%
TR SRC2 fluor cs	-10%	-2%	-1%	-3%	?	0%	-4%	-1%
Tau fluor cs	?	?	-6%	?	-6%	-3%	-19%	-8%
GLA spleen mod	5%	.	1%	.	.	-12%	-1%	.
NPSR antag	?	.	-2%[46.1 µM]	.	.	14%	0%	.
TRb-SRC2 inh	6%	-7%	-21%	1%	0%	1%	-7%	5%
CBFb-RUNX1 inh	-5%	.	23%	.	.	5%	2%	.
Epigenetic derep	0.0%	0.0%	0.0%	4.2%	-3.2%	-1.8%	-0.1%	-4.7%

Entries of single compounds, quoted from the list. Order of values: Tau fibril FP, TR SRC2 fluor cs, Tau fluor cs, GLA spleen mod, NPSR antag, TRb-SRC2 inh, CBFb-RUNX1 inh, Epigenetic derep
`COc1cc(OC)c(OC)cc1CN1CCc2nc(N3CCN(C)CC3)ncc2C1` is entered as -2%, -1%, -8%, ., ., 5%, ., -4.7%
`CCOc1ccccc1NC(=O)C(OC(=O)c1ccc(O)cc1)c1ccccc1` (stereo not given) is entered as 22µM*, -10%, ?, 5%, ?, 6%, -5%, 0.0%
`Nc1c(C(=O)Nc2ccc(F)c(F)c2)sc2nc(-c3ccncc3)ccc12` is entered as 7%, -3%, ?, ., ., 1%, ., 4.2%
`Cc1c(N=Cc2ccncc2)c(=O)n(-c2ccccc2)n1C` is entered as -5%, -1%, -6%, 1%, -2%[46.1 µM], -21%, 23%, 0.0%

Continuation.
25. Cc1cc(C)n(CCC(=O)N/N=C/c2ccc(O)cc2O)n1
26. CCC(C)NC(=O)c1sc2nc(C)c(C(=O)Nc3ccc(C)cc3C)c(-c3ccc(Cl)cc3)c2c1N (stereo not given)
27. CC(C)(C)n1cnc2cc(NC(=O)c3cccs3)ccc21
28. COc1cc(SC)ccc1C(=O)NCCOc1c(C)cc(C)cc1C
29. COc1ccccc1N=C(C)C1=C(O)CC(c2ccccc2)CC1=O (stereo not given)
30. COc1cc(/C=C(\C#N)C(=O)c2c[nH]c3ccccc23)cc(OC)c1O
31. c1ccc(CSc2ncnc3ccccc23)cc1
32. C=CCn1c(=NC(=O)c2ccccc2[N+](=O)[O-])sc2cc(S(C)(=O)=O)ccc21

Screen / compound no.	25	26	27	28	29	30	31	32
Tau fibril FP	8%	-1%	-3%	-6%	-2%	9%	-4%	1%
TR SRC2 fluor cs	1%	0%	-2%	0%	-1%	-2%	2%	0%
Tau fluor cs	1%	-20%	-19%	-20%	0%	-8%	-8%	-14%
GLA spleen mod	2%	.	9%	5%	2%	-2%	6%	7%
NPSR antag	-6%[46.1 µM]	.	-2%	?	20%	-34%	-26%	9%
TRb-SRC2 inh	-4%	2%	9%	?	1%	9%	-1%	5%
CBFb-RUNX1 inh	-21%	.	10%	9%	1%	-4%	-3%	1%
Epigenetic derep	1.0%	1.6%	1.1%	-1.0%	3.8%	-3.3%	-1.2%	0.0%

33. O=C(Cn1nnc2ccccc21)Nc1ccc(Cl)cn1
34. O=C(Nc1ccc(Cl)cc1)Nc1cccnc1
35. NCCCC[C@@H]1NC(=O)[C@H](CCC(=O)O)NC(=O)c2cc([N+](=O)[O-])cc(I)c2SC[C@@H](C(=O)NCC(N)=O)NC1=O
36. Cc1ccccc1CSc1nc(-c2ccccc2)cc(=O)[nH]1
37. CCOc1ccc(NCC(=O)Nc2ccc(Cl)cc2C)cc1
38. CCOc1ccc(C(=O)N2CCC(c3ccncc3)CC2)cc1
39. CSc1ccccc1NC(=O)CN(C)C(C)C(=O)Nc1ccc(C#N)cc1 (stereo not given)
40. CN1C(N)=NC(=O)/C1=C/c1ccc(OC(F)(F)F)cc1

Screen / compound no.	33	34	35	36	37	38	39	40
Tau fibril FP	4%	7%	1%	-7%	-4%	-8%	-4%	-2%
TR SRC2 fluor cs	1%	-1%	-1%	-3%	-2%	0%	-4%	-1%
Tau fluor cs	4%	-20%	-5%	-3%	-21%	8%	-18%	-6%
GLA spleen mod	-5%	-2%	-1%	7%	-3%	.	-6%	-1%
NPSR antag	-1%	-1%[46.1 µM]	11%	6%[46.1 µM]	-14%[46.1 µM]	.	-21%	3%
TRb-SRC2 inh	-4%	0%	2%	4%	-12%	0%	-4%	2%
CBFb-RUNX1 inh	7%	2%	7%[2.36 µM]	0%	-3%	.	6%	-10%
Epigenetic derep	0.0%	0.8%	1.0%	1.8%	-1.2%	2.1%	9.6%	1.0%

41. CCN(C(=O)COC(=O)c1ccc(Br)o1)C1CCCCC1
42. C=CC(C)(C)c1cc2cc3ccoc3cc2oc1=O
43. CC(=O)Nc1ccc(S(=O)(=O)NCc2ccncc2)cc1
44. CCCCNC(=O)c1sc2ncccc2c1-n1cccc1
45. CC(=O)C1=C(C)NC(SCC(N)=O)=C(C#N)C1c1cccs1 (stereo not given)
46. CCCn1c(=O)c2sccc2n2c(CCCC(=O)NCCOC)nnc12
47. CCc1nnc(NC(=O)CSc2nc(-c3ccc(F)cc3)cc(-c3ccccc3)c2C#N)s1
48. COC(=O)c1ccc2c(=O)n(CCCCCC(=O)NCc3ccc(Cl)cc3)c(=O)[nH]c2c1
49. CCCOc1ccc(C(=O)Nc2ccc3oc(-c4ccc5ccccc5c4)nc3c2)cc1
50. COc1ccc(CCNc2cc(C)nc3c(-c4ccccc4)c(C)nn23)cc1OC
51. COc1cccc(N2CC(C(=O)Nc3nnc(SCc4cccnc4)s3)CC2=O)c1 (stereo not given)

Screen / compound no.	41	42	43	44	45	46	47	48	49	50	51
Tau fibril FP	-4%	4%	3%	-5%	-3%	3%	-8%	?	0%	16%	-2%
TR SRC2 fluor cs	0%	1%	-3%	2%	0%	-1%	-1%	-26%	4%	-18%	-2%
Tau fluor cs	-16%	-9%	3%	-3%	-6%	2%	-9%	-10%	-10%	?	-15%
GLA spleen mod	4%	6%	0%	.	-4%	.	-3%	.	.	4%	3%
NPSR antag	14%	12%	-6%	.	-15%[46.1 µM]	.	7.9µM*	.	.	-53%	1%
TRb-SRC2 inh	1%	1%	4%	11%	-15%	-3%	-1%	4%	-11%	1%	5%
CBFb-RUNX1 inh	2%	-2%[2.36 µM]	-1%	.	5%	.	-1%	.	.	12%	-2%
Epigenetic derep	-1.1%	-0.4%	1.0%	-1.7%	-0.4%	-1.9%	-0.9%	0.0%	-1.6%	0.0%	0.0%

Not all compounds are listed; the hit share may differ from the screen's.
